# Source: PubChem (National Center for Advancing Translational Sciences (NCATS))
# p53ts 32C tox = p53ts cell cytotoxicity, permissive temperature | H1299-p53A138V at 32C, ATP luminescence viability, 24 h | Potency, µM (top dose mostly 46.1 µM), without a hit: at the highest dose activity change, negative = cytotoxicity, actives largely listed as cytotoxic | 0.93% of 130,000 active | AID 924;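 also: 0% = DMSO and -100% = full killing by reference compound; nearly all actives have a fitted effect of over 55% in size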
#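 H1299-p53 A138V cells (temperature-sensitive p53) exposed 24 h to up to 46 uM compound at 32C, where p53 is wild-type in conformation. Viability read as ATP luminescence and normalised to DMSO and 100 uM tamoxifen. AC50 fitted with the Hill equation.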
# IkB signaling = suppresses IkB signaling in ABC-DLBCL reporter cells; AID 445; Potency, µM (titrated, usually from 57.1 µM), without a hit: at the top dose IkBa stabilization activation; 0.04% of 110,000 active; ABC-DLBCL IkBa-CBG/CBR dual luciferase ratio, 4 h; response scale: scaled: untreated 0%, proteasome inhibitor 100%; active = well fitted curve in the direction sought with a large enough effect in the signal ratio, not every such curve was filed as active; inconclusive = small, poorly fitted or top-dose-only effect, or a change in a side signal; the % refers to the signal ratio;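 also: the direction sought is a rising ratio; 0% = basal untreated cells and 100% = reference inhibitor full response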
#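 In this assay, an IκBα–CBG68 fusion accumulates when IKK-driven degradation is blocked; native CBR normalizes for cell number. OCI-Ly3 cells were treated 4 h with compound and doxycycline, then green and red light read after Chroma-Glo addition.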
# p53ts 39C kill = kills p53ts cells at the nonpermissive temperature. H1299-p53A138V viability at 39C, ATP luminescence, 24 h. Potency, µM (doses to about 46.1 µM), inactives show top-dose activity change, negative = cell killing, actives largely listed as cytotoxic. 1.5% of 130,000 active. AID 902; also: nearly all actives have a fitted effect of over 55% in size
# Imprint erasure = inducers of genomic imprint erasure in mouse ES cells. mouse ES Peg3-LacZ reporter, beta-gal luminescence, 40 h. AID 1948. Potency, µM (highest dose often 60.7 µM), inactives show at the top dose activity change, positive = activation, actives largely listed as activators. 0.02% of 110,000 active;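 also: 0% = negative control wells on the plate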
#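 Readout: BetaGlo luminescence (5 min, room temp) for LacZ from the normally silent maternal Peg3 allele in female Peg3LacZ-Neo ES cells. Cells 300/well, 40 h, 37C, 5% CO2. Data normalized per plate to negative controls.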
# * hit, by the source's call; ? = inconclusive; · = not tested or not shown; & = joins results of further samples; [ ] = remark or other dose. Unless noted, calls follow the shape of the dose curve; as a rule, active = well fitted curve in the direction sought with a large enough effect; inconclusive = small, poorly fitted or top-dose-only effect, or another doubt; inactive = no such curve, though single readings can be large; an effect the other way counts as inactive or inconclusive. Unless noted, % is scaled to controls: 0 for no effect and ±100 for the full control effect; potency is read from the fitted curve at half-maximal effect.
# The first five records, ahead of the listing:
SMILES,p53ts 32C tox,IkB signaling,p53ts 39C kill,Imprint erasure
COc1cccc(-c2nc(NCCNC(C)=O)c3ccccc3n2)c1,5%,-1.9%[11.4 µM],-3%,-6%
Cn1c(=O)oc2cc(S(=O)(=O)CCC(=O)N3CCN(c4ccccc4)CC3)ccc21,7%,?,9%,5%[10.9 µM]
O=C(c1ccccc1)n1nc(-c2ccc(Cl)cc2)nc1NCc1ccco1,2%,?,?,-7%[10.9 µM]
CCOC(=O)C(C)(C)Oc1ccc(Cl)cc1,20%,3.8%,15%,-5%&5%
Cn1c(=O)cc(-c2ccccc2)c2ccccc21,15%,0.7%,9%,-17%

# Results (from the top)
SMILES,p53ts 32C tox,IkB signaling,p53ts 39C kill,Imprint erasure
COc1cccc(-c2nc(NCCNC(C)=O)c3ccccc3n2)c1,5%,-1.9%[11.4 µM],-3%,-6%
Cn1c(=O)oc2cc(S(=O)(=O)CCC(=O)N3CCN(c4ccccc4)CC3)ccc21,7%,?,9%,5%[10.9 µM]
O=C(c1ccccc1)n1nc(-c2ccc(Cl)cc2)nc1NCc1ccco1,2%,?,?,-7%[10.9 µM]
CCOC(=O)C(C)(C)Oc1ccc(Cl)cc1,20%,3.8%,15%,-5%&5%
Cn1c(=O)cc(-c2ccccc2)c2ccccc21,15%,0.7%,9%,-17%
Cc1cc(=O)[nH]c2c1c(C)nn2-c1ccccc1,-11%,-1.0%,-4%,13%
CC(NC(=O)c1ccc2c(c1)sc1nc(-c3ccccc3)cn12)C12CC3CC(CC(C3)C1)C2 (stereo not drawn),-6%,-0.5%,-10%,-14%[10.9 µM]
CCOc1ccc(NC(=O)Cn2nc3c(cc2=O)CC(C)CC3)cc1 (stereo not drawn),-3%,?,-15%,?
CC(=O)CCS(=O)(=O)c1ccc(C)c(C)c1,-1%,30%,-10%,-30%[inhibitor]
COC(=O)[C@H]1[C@@H]2C[C@@H]3c4[nH]c5ccccc5c4CCN3C[C@H]2CC[C@H]1O,-3%,·,-2%,10%
CCOC(=O)C1=C(N)Oc2cc(C)n(C)c(=O)c2C1c1ccncc1 (stereo not drawn),-2%,-0.1%,4%,-3%
CSC1=C(C#N)C(c2ccc(Cl)cc2)C2=C(CC(C)(C)CC2=O)N1 (stereo not drawn),13%,?,13%,-8%
NCCSCCC(=O)O,-13%[9.22 µM],-0.7%[11.4 µM],3%[9.22 µM],9%[10.9 µM]
Cc1cc(C)nc(SCc2nc3ccccc3n2C)n1,-1%,-0.8%,-12%,-29%
Cc1ccc2c(CC(=O)Nc3ccc(S(=O)(=O)N4CCCCC4)cc3)coc2c1C,23%,?,10%,-14%[10.9 µM]
CCCCNc1nc(SC)nc2nc[nH]c12,4%[9.22 µM],-1.2%[11.4 µM],-4%[9.22 µM],-6%[10.9 µM]
CCOc1ccc(S(=O)(=O)Nc2ccc3c(c2)CCCN3C(=O)c2cccs2)cc1,8%,?,-18%,9%[10.9 µM]
COc1ccc(C(=O)n2nc(-c3ccco3)nc2N)cc1,1%,·,24%,·
CCOC(=O)c1nnn(-c2nonc2OC)c1-c1ccccc1,21%,-1.2%,2%,-3%
COc1cccc(N2CCN(C(=O)Cn3ncc4c(=O)oc5ccccc5c43)CC2)c1,9%,12%,-12%,14%[10.9 µM]
O=S(=O)(Nc1cnc2ccccc2c1)N1CCCCCC1,8%,-2.3%,-7%,-12%
Cc1ccc(Cl)cc1N1CCN(C(=O)C2CCN(S(=O)(=O)c3ccc4c(c3)oc(=O)n4C)CC2)CC1,10%,?,7%,-15%[10.9 µM]
CCCc1[nH][nH]c(=O)c1C(c1cccc(Cl)c1)C(C#N)C#N (stereo not drawn),-1%,?,-12%,-1%
O=C(O)c1cc(S(=O)(=O)Nc2ccc3oc(=O)sc3c2)ccc1O,-4%,1.1%,-17%,-14%
O=C(Nc1ccc2oc(-c3ccc(O)c(Br)c3)nc2c1)c1cc2ccccc2o1,-1%,-3.1%,9%,7%[10.9 µM]
CC1=C(C(=O)OC2CCCC2)C(c2cccc(Cl)c2Cl)CC(=O)N1 (stereo not drawn),8%,15%,-20%,4%[10.9 µM]
Cc1cc(C)c2c(n1)nn1c(-n3ccnc3)cc(C)nc21,4%,-2.1%,2%,-12%
CC1=C(C(=O)Nc2ccccc2Cl)C(c2cccs2)n2ncnc2N1 (stereo not drawn),0%,?,-6%,-10%[10.9 µM]
CCOC(=O)N1CCC(N(C(=O)Nc2ccccc2)C(C)CC)CC1 (stereo not drawn),-3%,-2.3%,4%,-24%
Cc1nc(-c2ccc(S(=O)(=O)Nc3cc(Cl)ccc3C)cc2)co1,2%,-2.2%,-19%,9%[10.9 µM]
Cc1ccc(SCC(=O)NCc2ccco2)cc1,5%,-0.2%,16%,-6%
Cc1ccc(S(=O)(=O)N2CCN(c3nc4ccccc4nc3-n3nc(C)cc3C)CC2)cc1,22%,3.1%,30%[activator],-14%
COC(=O)c1ccccc1NC(=O)CSc1nnnn1C,-9%,·,6%,·
Nc1nc(C2CC(=O)OC23CCCCC3)cs1 (stereo not drawn),-11%,·,-5%,·
COc1ccc(C)cc1NC(=O)C(NS(=O)(=O)c1cccs1)c1ccccc1 (stereo not drawn),8%,4.2%,-28%,18%[10.9 µM]
N#C/C(=C\c1ccc(O)c(O)c1)S(=O)(=O)c1ccccc1,6%,9.3%,-8%,-6%
CCN(C(=O)c1cc(S(=O)(=O)N2CCOCC2)cn1C)c1ccc(OC)cc1,-2%,?,2%,-5%[10.9 µM]
O=C(NCc1nnc(SCC(=O)N2CCN(c3ccccc3)CC2)o1)c1ccco1,-14%,0.5%,18%,-9%
O=C(Nc1ccccc1)N1CCC2(CC1)CCN(S(=O)(=O)c1ccccc1)CC2,5%,1.8%[11.4 µM],3%,·
CCOC(=O)C1CCN(C(=O)N2CCOCC2)CC1,11%,-3.6%,8%,-6%
O=C(O)c1cc(N2C(=O)C3C4C=CC(C4)C3C2=O)ccc1NCc1cccnc1 (stereo not drawn),3%,1.4%,-1%,-6%
CCCN1C(=O)C2(c3ccccc31)c1c(oc3ccccc3c1=O)C(=O)N2CCCOC(C)C (stereo not drawn),22%,-1.1%,11%,-75%[inhibitor][10.9 µM]
COc1cc(CNc2ncn[nH]2)cc(Br)c1OC,-3%,1.4%,2%,-8%
CCn1cc(C(=O)NCc2ccco2)c2cc(OC)c(OC)cc2c1=O,11%,0.6%,-2%,-5%
CCS(=O)(=O)c1cccc(C(=O)N2CCN(c3nc4c(C)ccc(Cl)c4s3)CC2)c1,2%,?,?,-6%[10.9 µM]
CCOC(=O)c1[nH]c2cc(OC)c(OC)cc2c1NC(=O)CN1CCN(C)CC1,17%,-3.3%,1%,0%
N=C(N)CCNC(=O)[C@@H]1CCC(N)=N1,-6%[9.22 µM],0.8%[11.4 µM],-3%[9.22 µM],7%[10.9 µM]
COc1cccc(CNC(=O)Cn2c(SCC(=O)Nc3ccc(F)cc3)nc3ccccc32)c1,?,?,?,-9%[10.9 µM]
CCCCCCNc1c(C(=O)OCC)c(=O)[nH]c2ccccc12,-19%,1.0%,0%,-13%
COc1ccc(CNc2ccnc(-c3ccoc3)n2)c(OC)c1,2%,0.7%[11.4 µM],-8%,-5%
O=C(Nc1ccccn1)[C@@H]1CCC(=O)N1C(=O)OCc1ccccc1,6%,1.3%,2%,-4%
CS(=O)(=O)Nc1ccccc1C(=O)Nc1ccc2c(c1)OCCO2,-14%,-6.7%,-16%,-26%
CCOC(=O)N1CCN(c2c(NCc3cccs3)c(=O)c2=O)CC1,-4%,-2.5%,-1%,-23%
Cc1cc2n(n1)SC(Nc1ccc(F)c(Cl)c1)N2 (stereo not drawn),-13%,·,4%,·
c1ccc(-c2cc(N3CCCCC3)nc(-c3ccccc3)n2)cc1,-1%,·,3%,·
CCOc1cc(/C=C(\C#N)C(=O)Nc2ccc(OC)cc2)ccc1OCc1cc(=O)n2nc(CC)sc2n1,1%,1.6%,-15%,-12%[10.9 µM]
COc1cc(NS(=O)(=O)c2ccc(OC)c(OC)c2)cc(OC)c1,-2%,1.9%,0%,20%
CC(C)(C)CC(=O)NCC(c1ccc2c(c1)OCO2)N1CCOCC1 (stereo not drawn),-1%,0.3%,-10%,-7%[10.9 µM]
COCC(=O)Nc1cc(OC)ccc1OC,15%,0.6%,-5%,4%
COC(=O)c1cc(NC(=O)Cn2c(=O)cnc3ccccc32)cc(C(=O)OC)c1,-2%,0.2%,-6%,8%

# A draw from above in order of formula weight, largest number first.
SMILES,p53ts 32C tox,IkB signaling,p53ts 39C kill,Imprint erasure
CCCCCCNc1c(C(=O)OCC)c(=O)[nH]c2ccccc12,-19%,1.0%,0%,-13%
c1ccc(-c2cc(N3CCCCC3)nc(-c3ccccc3)n2)cc1,-1%,·,3%,·
Cc1cc2n(n1)SC(Nc1ccc(F)c(Cl)c1)N2 (stereo not drawn),-13%,·,4%,·

# Remaining list, next part
SMILES,p53ts 32C tox,IkB signaling,p53ts 39C kill,Imprint erasure
CN(C)CCNC(=O)c1ccc(COCC(F)(F)F)cc1,-11%,-2.4%,3%,20%
CCCNC(=O)CN(C)C(=O)c1n[nH]c2ccccc12,-6%,0.0%,-4%,0%
O=C(Nc1ccc(Cc2ccc(NC(=O)N3CCOCC3)cc2)cc1)N1CCOCC1,-4%,-2.9%,-6%,-11%
CCc1ccc(NC(=O)CN2C(=O)C3CCCN3c3ccc(S(=O)(=O)N(CC)CC)cc32)cc1 (stereo not drawn),2%,1.4%,-14%,-8%[10.9 µM]
CN(Cc1ccccc1)c1nc2c(c(=O)[nH]c(=O)n2C)n1CCCc1ccccc1,-3%,4.9%,-29%,·
CCCN1C(=O)c2cc(C(=O)NC3CCCC3)ccc2C1O (stereo not drawn),-6%,0.5%,7%,-6%
Cc1cc(=O)[nH]c(Nc2cccc(C(F)(F)F)c2)n1,0%,-4.0%,7%,-10%
O=C1c2cccnc2C(O)N1Cc1ccccc1 (stereo not drawn),5%,-0.2%,-6%,-11%
N#Cc1nc(COc2ccccc2)oc1NCCCn1ccnc1,-3%,1.1%,7%,-22%
COC(=O)C1=C(C)Nc2ncnn2C1c1ccc(C)o1 (stereo not drawn),2%,0.1%,-1%,-7%
Brc1ccc(-c2nn3c(-c4ccccn4)nnc3s2)o1,9%,?,5%,-19%
COC(=O)C1=C(C)N=c2s/c(=C/c3cccs3)c(=O)n2C1c1ccc(F)cc1 (stereo not drawn),-1%,·,2%,·
COc1ccc(CCN2C(=O)N(c3cccc(OC)c3)C(=O)C2CC(=O)Nc2ccccc2)cc1 (stereo not drawn),8%,0.4%,?,-3%[10.9 µM]
COCCNC(=O)c1ccc(Cc2nc3ccccc3[nH]2)cc1,-2%,·,-3%,·
Cc1cccc(N2CCN(C(=O)c3ccncc3)CC2)c1C,7%,2.2%,-4%,-24%
COc1ccc(OC)c(C2CC(=O)N3CN(c4cccc(Cl)c4)CSC3=C2C#N)c1 (stereo not drawn),10%,-1.9%,-2%,-27%
Cc1ccc(Cl)cc1N1CCN(C(=O)c2ccc3c(c2)N(Cc2ccccc2)CCS3)CC1,2%,?,-1%,-20%[10.9 µM]
O=C(NCc1ccco1)C1CCCN(S(=O)(=O)c2ccc(-n3cnnn3)cc2)C1 (stereo not drawn),-2%,0.0%,9%,10%
Cc1ccc(Cn2c(C(=O)O)c(CNCCc3cccs3)c3ccc(C)cc32)cc1,7%,0.5%,-16%,-12%[10.9 µM]
CCOc1cc(-c2nnc(SCC(=O)NC3CCCC3)nc2-c2ccc(OC)c(OCC)c2)ccc1OC,13%,0.4%,-18%,-10%[10.9 µM]
Cc1ccc(NC(=O)Cn2cnc3c2c(=O)n(C)c(=O)n3C)cc1C,-2%,0.4%,-12%,-18%[10.9 µM]
O=C(NCc1ccccc1)c1c(F)c(F)c(F)c(F)c1F,-25%,2.8%,-2%,-13%
Oc1cc(O)c2c(c1)O[C@H](c1ccc(O)c(O)c1)[C@@H](O)C2,6%,0.7%[11.4 µM],-14%,14%&-2%
CC1CCC(C(=O)NC(C(=O)NCCCN2CCOCC2)C(C)C)CC1 (stereo not drawn),6%,1.0%,9%,-9%
COc1ccc(NC(=O)c2oc3ccccc3c2NC(=O)c2cc3ccccc3o2)c(OC)c1,5%,3.1%,-4%,-8%[10.9 µM]
